NPC1 promoter act: activators of NPC1 promoter. Huh7 NPC1 promoter luciferase reporter, 24 h. Potency, µM (titrated, usually from 9.22 µM), inactives show at the highest dose activation, most hits filed as activators. actives 2.4% (n = 320,000). AID 485313;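 also: potency is read from the fitted curve at half-maximal effect; % of control where 0% means no effect; nearly all actives have a fitted effect of over 60% in size; reporter is driven by a mutant NPC1 promoter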
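Stable NPC1-promoter luciferase Huh7 line; cpd (DMSO) 24 h, 37 °C, 5% CO2; Amplite luciferase reagent 10 min RT; luminescence readout. qHTS format.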
TRPV1 agonist: agonists of human vanilloid receptor 1 (TRPV1); actives 0.19% (n = 320,000); activation, % at 8.33 µM; Q8NER1; TRPV1-expressing cells, Fluo-8 calcium influx, agonist mode; in the data active = activation above about 80%; inconclusive = between about 30% and that limit; also: 0% is about no effect
Target sequence (Q8NER1 whole entry, looked up): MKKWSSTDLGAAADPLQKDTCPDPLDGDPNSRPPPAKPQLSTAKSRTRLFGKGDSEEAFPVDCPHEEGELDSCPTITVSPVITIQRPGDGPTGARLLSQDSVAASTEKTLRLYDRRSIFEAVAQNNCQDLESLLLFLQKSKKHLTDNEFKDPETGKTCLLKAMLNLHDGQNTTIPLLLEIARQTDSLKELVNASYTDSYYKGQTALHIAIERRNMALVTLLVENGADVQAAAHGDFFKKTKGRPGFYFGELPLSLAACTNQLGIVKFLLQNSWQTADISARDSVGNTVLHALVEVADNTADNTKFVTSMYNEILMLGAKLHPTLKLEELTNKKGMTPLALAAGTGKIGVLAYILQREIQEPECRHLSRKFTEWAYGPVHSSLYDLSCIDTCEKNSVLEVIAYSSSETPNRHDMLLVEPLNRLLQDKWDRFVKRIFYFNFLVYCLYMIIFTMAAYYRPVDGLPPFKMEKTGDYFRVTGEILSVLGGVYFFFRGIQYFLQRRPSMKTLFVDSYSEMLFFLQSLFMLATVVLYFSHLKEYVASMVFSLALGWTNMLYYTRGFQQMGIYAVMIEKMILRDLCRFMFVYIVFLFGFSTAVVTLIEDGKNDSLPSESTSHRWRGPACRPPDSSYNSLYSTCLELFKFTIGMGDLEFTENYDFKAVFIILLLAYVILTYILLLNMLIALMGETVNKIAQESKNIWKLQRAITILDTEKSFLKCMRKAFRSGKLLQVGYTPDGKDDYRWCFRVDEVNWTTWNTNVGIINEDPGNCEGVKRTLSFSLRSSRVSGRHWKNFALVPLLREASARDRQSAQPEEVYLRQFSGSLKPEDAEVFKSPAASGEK
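Cells expressing TRPV1 were dye-loaded with Fluo-8 and read kinetically: 10 s baseline, 3 min after compound (agonist portion), then 2 min after EC20 capsaicin (allosteric enhancer portion). Calcium-bound dye fluorescence at 480/520 nm.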
VP16 counter: Gal4-VP16 reporter inhibition counter-screen | Drosophila S2 Gal4-VP16 UAS-luciferase, luminescence, 20 h | Potency, µM (titrated, usually from 53.6 µM), without a hit: at the top dose activity, negative = inhibition, most hits filed as inhibitors | actives 3.5% (n = 310,000);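 also: Gal4-VP16 expression switched on by copper sulfate through the metallothionein promoter; potency is read from the fitted curve at half-maximal effect; % is scaled to controls: 0 for no effect and ±100 for the full control effect; nearly all actives have a fitted effect of over 50% in size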
ELG1 genotox: inducers of genotoxicity in HEK293T ELG1-luciferase cells | AID 504466 | actives 1.3% (n = 330,000) | Potency, µM (highest dose often 46 µM), for inactives: at the highest dose activity change, positive = activation, most hits filed as activators | HEK293T ELG1-luciferase reporter, luminescence, 16 h; also: potency is read from the fitted curve at half-maximal effect; % of control where 0% means no effect; nearly all actives have a fitted effect of over 60% in size
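DMSO vehicle served as control against compound-treated ELG1-luciferase HEK293T cells; exposure lasted 16 hr at 37 °C and 5% CO2, followed by ONE-Glo luminescence detection after 30 min.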
Tb PFK block: blocks T. brucei phosphofructokinase; O15648; T. brucei PFK, ADP-Glo luminescence; Potency, µM (highest dose often 57.5 µM), for the others: at the top dose activity, negative = inhibition, usual class: inhibitors; actives 0.17% (n = 330,000); AID 485367;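 also: potency is read from the fitted curve at half-maximal effect; 0% = uninhibited 1x PFK enzyme wells and -100% = no-enzyme wells; nearly all actives have a fitted effect of over 60% in size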
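Luminescent ADP detection (ADP-Glo, two-step: ATP depletion then ADP-to-ATP conversion for luciferase) reported PFK activity after 45 min room-temperature reaction of 1.25 nM enzyme with 0.5 mM F6P and 0.1 mM ATP at pH 8.0.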
p53 reactivation: re-activators of mutant p53. H1299 p53-A138V BP100-luciferase reporter, luminescence, 24 h. Potency, µM (titrated, usually from 92.2 µM), for inactives: at the highest dose activity change, positive = activation, hits mostly activators. actives 0.063% (n = 320,000). AID 504706; also: potency is read from the fitted curve at half-maximal effect; % of control where 0% means no effect; nearly all actives have a fitted effect of over 45% in size
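p53-null H1299 cells stably carrying temperature-sensitive p53-A138V and a BP100-luciferase reporter were pinned with compounds (4-point, 1:5 series) and held 24 hrs at 37 deg C. Luminescence was read 10 min after detection reagent.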
ELG1 DNA repair: inhibitors of ELG1-dependent DNA repair in HEK293T cells; actives 2.3% (n = 330,000); Potency, µM (titrated, usually from 46.1 µM), for the others: at the highest dose activity change, negative = inhibition, most hits filed as inhibitors; HEK293T ELG1-luciferase reporter, luminescence, 16 h; DNA damage induced by 5-fluorouridine; AID 504467; also: potency is read from the fitted curve at half-maximal effect; % is scaled to controls: 0 for no effect and ±100 for the full control effect; nearly all actives have a fitted effect of over 55% in size
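Overnight (16 hr) co-exposure of 2,000 cells/well to 5-fluorouridine and compound at 37 °C preceded detection. Luciferase was quantified via ONE-Glo luminescence; loss of signal denotes inhibition.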
Rab9 promoter act: activates the Rab9 promoter; Huh7 Rab9 promoter-luciferase reporter, luminescence, 24 h; actives 2.8% (n = 320,000); Potency, µM (titrated, usually from 9.22 µM), without a hit: top-dose activation, negative = inhibition, usual class: activators; also: potency is read from the fitted curve at half-maximal effect; % of control where 0% means no effect; nearly all actives have a fitted effect of over 60% in size
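Huh7 cells stably carrying Rab9 promoter–luciferase reporter, plated 1500 cells/well, compound added after 2 h and incubated 24 h at 37 °C; luciferase luminescence then read after 10 min with detection reagent.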
RORg inh: inhibitors of mouse ROR gamma transcriptional activity. Drosophila S2 Gal4-RORgamma UAS-luciferase reporter, 20 h. Potency, µM (series often up to 53.6 µM), inactives show top-dose activity change, negative = inhibition, usual class: inhibitors. actives 5.4% (n = 310,000). AID 2551; also: potency is read from the fitted curve at half-maximal effect; % is scaled to controls: 0 for no effect and ±100 for the full control effect; nearly all actives have a fitted effect of over 60% in size
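Read-out: Photinus luciferase luminescence; inhibitors lower reporter signal. Insect Schneider cells with Gal4-ROR gamma fusion under metallothionein promoter, UAS reporter; 700 uM final copper sulfate induction, 20 hr, ambient temperature.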
BRCA1 expr up: BRCA1 expression activation; MCF7-BRCA1-FFLuc reporter, luminescence, 48 h; response scale: scaled: vehicle 0%, 10 µM genistein 100%; Potency, µM (highest dose often 46.1 µM), for inactives: at the top dose activation, hits mostly activators; actives 1.1% (n = 380,000); AID 624202; also: potency is read from the fitted curve at half-maximal effect; nearly all actives have a fitted effect of over 80% in size; some results filed as inactive show a strong effect at the top dose
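48 h compound treatment of MCF7-BRCA1-FFLuc cells (phenol-red free MEM, 37 °C), then 15 min with luciferase substrate and luminescence imaging.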
FLuc counter: firefly luciferase modulation, counter-screen for miR-21 project; P08659; purified FLuc, Km substrates, luminescence inhibition; Potency, µM (series often up to 57.5 µM), for the others: at the highest dose activity change, negative = inhibition, hits mostly inhibitors; actives 6.9% (n = 360,000);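 also: potency is read from the fitted curve at half-maximal effect; plate controls were vehicle for no effect and reference inhibitor for full effect; nearly all actives have a fitted effect of over 55% in size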
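Biochemical qHTS of compounds, final roughly 60 µM downward over six points, against 10 nM purified firefly luciferase using Km concentrations of substrates (10 uM D-luciferin, 10 uM ATP) in Tris acetate pH 7.5 buffer; luminescence output.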
* marks the source's active call; other numbers are inactive results; ? = inconclusive; / = not tested or not shown; & = joins results of further samples; [ ] = another dose, or the depositor's remark. Unless noted, calls follow the shape of the dose curve; as a rule, active = well fitted curve in the direction sought with a large enough effect; inconclusive = small, poorly fitted or top-dose-only effect, or another doubt; inactive = no such curve, though single readings can be large; an effect the other way counts as inactive or inconclusive.

SMILES	NPC1 promoter act	TRPV1 agonist	VP16 counter	ELG1 genotox	Tb PFK block	p53 reactivation	ELG1 DNA repair	Rab9 promoter act	RORg inh	BRCA1 expr up	FLuc counter
Cc1ccc(NC(=O)Cc2ccccc2F)cc1S(=O)(=O)N1CCCCCC1	-1%	?	/	-3%	-1%	1%	12µM*	-4%	/	-58%	-2%
CCOc1ccc(NC(=O)C(C)C(Cc2ccc(C)cc2)C(=O)O)cc1 (centres undefined)	2%	-2	0%	-2%	0%	7%	-3%	-5%	3%	6%	-2%
CC(=O)Nc1cccc(C(=O)OCC(=O)NNC(=O)c2cccs2)c1	-1%	1	/	0%	-8%	1%	10%	0%	/	-1%	-14%
COc1ccc(CN(CCC#N)C(=S)NC(=O)c2ccccc2)cc1	-8%	0	0.56µM*	-2%	0%	9%	1%	-2%	0.32µM*	-41%	6%
Nc1ncnc2c1ncn2[C@@H]1O[C@H](CNCc2ccc(-c3cc(C(F)(F)F)ccc3Cl)o2)[C@@H](O)[C@H]1O	/	/	/	13%	-3%	1%	-17%	/	/	-38%	/
CN(C)/C=C/C(=O)c1ccn(S(=O)(=O)c2ccccc2)c1	-4%	-1	3%	-5%	4%	-5%	-3%	-3%	26%	1%	2%
CCOC(=O)C1(C)NC(c2cccs2)C2C(=O)N(c3ccc(C)cc3)C(=O)C21 (centres undefined)	-6%	0	-4%	1%	1%	5%	-4%	0%	20%	0%	3%
COC(=O)c1ccc(CN2C(=O)C3CCCCC3C2=O)o1 (centres undefined)	-11%	7	4.5µM*	9%	-9%	4%	?	-44%[inhibitor]	2.8µM*	-5%	-20%
O=C1N/C(=C/c2ccc(Br)cc2)C(O)=C1C=NCc1ccccc1	-19%	1	-9%	0%	-3%	6%	?	-24%	25%	-89%	-15%
COC(=O)c1ccc(CN2[C@H](C(=O)OC)C[C@@]3(O)[C@H](O)[C@H](O)[C@H](O)C[C@@H]23)cc1	-2%	0	13%&5%	1%	-5%	5%	?	-6%	2%&1%	0%	1%
COc1ccc(C(CC(=O)O)NC(=O)C2CCCCC2)cc1 (centres undefined)	3%	-4	-20%	-2%	4%	6%	13%	-8%	14%	-3%	3%
Cc1ccc2nc(SCc3ccc([N+](=O)[O-])cc3)nc(C)c2c1	-5%	0	8%[0.365 µM]	?	-2%	5%	2%	3%	-22%	-1%	1%
CCCCc1ccc(-c2ccc(Br)cc2)nc1	1.3µM*	-1	-15%	?	-2%	?	?	1µM*	-12%	?	1.2µM*
COc1ccc(Br)cc1C(=O)Nc1cc(C)cc(C)c1	-3%	6	-3%	0%	1%	-3%	-5%	-6%	0%	-41%	3%
Cc1ccc(C)c(N2CCN(c3ccc(N4C(=O)COCC4=O)cc3[N+](=O)[O-])CC2)c1	2%	-3	-2%	-1%	-1%	-4%	1%	-16%	10%	-5%	10%
CN(C)S(=O)(=O)n1cnc([C@H]2c3c(ncn3Cc3ccccc3)C[C@H]3COC(=O)[C@@H]32)c1	1%	2	/	5%	-2%	-9%	17%	-2%	/	-2%	6%
Cc1ccc(N(O)C(=O)NCCCCNC(=O)N(O)c2ccc(C)cc2)cc1	22%	0	-17%	20%	-12%	16%	?	?	0%	?	-61%
O=C(CNC(=O)c1ccc(Br)cc1)NCC(=O)OCc1ccc(Cl)cc1	1%	18	-19%	-4%	-4%	-4%	-11%	-5%	9%	-13%	0%
COc1cc(SC)ccc1C(=O)N1CCN(c2ccccc2)CC1	-3%	6	3%	0%	-1%	-1%	-9%	-3%	6%	-17%	6%
COc1ccccc1Nc1ncnc2c1cnn2-c1cccc(C)c1	30%	85*	-12%	1%	3%	19%	?	9%	-25%	41%	13µM*
O=C(COC(=O)/C=C/c1cccc(F)c1)Nc1ccccc1	-1%	15	-6%	0%	2%	6%	-10%	0%	0%	-2%	3%
COc1cc2nc(C3CCC3)nc(N3CCN(c4ccccc4OC)CC3)c2cc1OC	-12%	11	-26%	-12%	-4%	-10%	12µM*	-3%	1%	-83%	1%
COc1cc(CNn2c(C)n[nH]c2=S)cc(Br)c1OCc1ccc(F)cc1	-1%	1	-2%	-4%	-14%	0%	-16%	-1%	10µM*	-15%	-1%
Cc1cc(C)c2c(N)c(C(=O)c3ccc(Cl)cc3)sc2n1	1%	-3	-20%	?	0%	6%	?	-3%	-21%	13%	-7%
COc1ccc(CNC(=O)c2ccc(N(C)S(=O)(=O)c3ccc(C)cc3)cc2)cc1	0%	4	-1%	-3%	1%	-31%[inhibitor]	21µM*	1%	-11%	-45%	1%
O=C(N/N=C1\CCc2ccccc21)c1ccccc1Cl	2.2µM*	5	4%	18µM*	-1%	?	?	2.8µM*	-15%	2µM*	11µM*
O=C(CNC(=O)c1ccc(Br)cc1)c1ccccc1	2.8µM*	?	-29%	?	-2%	0%	?	2µM*	13µM*	?	4.8µM*
Cc1ccc(S(=O)(=O)N2CCOCC2)cc1NC(=O)CSc1nc(N)cc(N)n1	0%	-1	/	2%	-4%	3%	29%	-6%	/	-20%	3%
Cc1ccc(-c2nn(-c3ccc(F)cc3)cc2C(=O)NCCCN2CCCC2=O)cc1	1%	?	/	-7%	0%	10%	?	3%	/	-6%	11µM*
CC1=CCC2C(=O)N(c3ccc(N4CCOCC4)cc3)C(=O)C2C1 (centres undefined)	-2%	0	-1%	-1%	1%	0%	2%	-3%	-14%	-4%	4%
Cc1nnc(SCc2nc3ccccc3s2)n1N	11%	1	24%	13µM*	-3%	28%	?	-29%	-20%	52%	9.5µM*
COc1cc(OC)cc(C(=O)Nc2ccc3c(c2)CCCN3C(=O)c2cccs2)c1	-4%	-2	3%	-12%	2%	-9%	?	-7%	?	-13%	-6%&-7%
Cc1cc(C)c(C#N)c(SCC(=O)Nc2nonc2N)n1	28%	0	22%	?	-18%	20%	?	?	24%	?	4%
O=C(COC(=O)COc1ccc(Cl)cc1Cl)NC1CCS(=O)(=O)C1 (centres undefined)	/	/	/	0%	1%	3%	26%	/	/	13%	/
CC1(C)CC(NC(=O)COc2ccc(Br)cc2Cl)CC(C)(C)N1	1%	2	-3%	9%	1%	10%	-1%	7%	-5%	12%	3%
CN1CCN(C(=O)CCC(=O)c2ccc(F)cc2)CC1	-1%	0	19%	?	-1%	7%	7%	-3%	1%	27%	-10%
O=C(Cn1cc(C(F)(F)F)ccc1=O)N1CCN(S(=O)(=O)c2ccccc2)CC1	-2%	0	-2%	-2%	1%	7%	-18%	4%	3%	44%	0%
COc1ccc(S(=O)(=O)N2CCCC(C(=O)Nc3ccc4c(c3)OCCO4)C2)cc1 (centres undefined)	1%	4	16%	0%	0%	?	?	11%	?	5%	-17%
O=C(CN1CCOCC1)Nc1ccc(Cl)cn1	3%	-3	/	-1%	18%	/	5%	-2%	/	4%	10%
O=C(Cn1cnc([N+](=O)[O-])c1)NC1CCCC1	1%	0	-7%	1%	-1%	6%	-2%	2%	18%	0%	-1%
Cc1ccc(NC(=O)CN(C)C(=O)C(Sc2ccccc2)c2ccccc2)cc1 (centres undefined)	-4%	11	/	-7%	-8%	5%	-25%	-2%	/	-12%	-3%
O=C(Nc1ccc(C(=O)Oc2ccccc2)c(O)c1)c1ccccc1	11%	24	-11%	1%	-5%	13%	-4%	28%	?	76%	?
COc1ccccc1C1=Nn2c(nnc2C2CCCCC2)SC1	0%	1	2%	0%	0%	3%	?	-5%	-16%	-30%	4%
CCN(CC)c1ccc(C(=O)NNC(=O)CCc2nc3ccccc3c(=O)[nH]2)cc1	-4%	-6	2%	6%	1%	6%	2%	-2%	19%	-16%	-26%
COc1ccc(CN(C)C(=O)CNC(=O)CNC(=O)c2ccc(Cl)cc2Cl)cc1F	1%	0	-1%	1%	-2%	-6%	0%	-4%	21%	-3%	0%
COc1cccc2c1Oc1ncccc1N(C(=O)CCC(=O)NCc1ccccc1Cl)C2	-13%	-3	-9%	2%[9.26 µM]	3%	15%	8%	0%	27%	-4%	3%&-8%
O=c1c2ccccc2[nH]c(=S)n1CCN1CCc2ccccc2C1	-3%	27	?	-9%	-2%	-6%	9%	-10%	11µM*	-38%	1%
CC1=CC(C)(C)N(C(=O)CSc2nnc(N)s2)c2ccccc21	-1%	4	4%	-1%	2%	-3%	2%	1%	-4%	-27%	0%
C=CCn1c(-c2sccc2C)n[nH]c1=S	0%	-7	?	-1%	-3%	1%	-2%	-5%	10µM*	-12%	-7%

From PubChem
